Compound activity deposited in PubChem BioAssay by several laboratories.
Rab7 wt GTP bind = dog Rab7 wildtype GTP binding, inhibitors and activators | 190,000 tested, 0.055% active | AID 758 | GTP binding activity (percent of control), % at 10 µM | GST-Rab7 beads, fluorescent GTP binding, flow cytometry; actives lie on both sides; untreated = 100%, excess cold GTP = 0%;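 active means fluorescent GTP binding to Rab7 beads changed by at least 20 points from the 100% baseline, either direction, mostly lower; inconclusive means compound itself probably fluorescent, or too few beads counted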;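 further: median green fluorescence of bound Bodipy-FL-GTP per Rab7 bead population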
Avidin fluor = avidin bead compound fluorescence profile; AID 1775; 220,000 tested, 0.38% active; fluorescence (KMESF) at 10 µM; Avidin beads, compound fluorescence 488/530 nm, flow cytometry; active compounds read high; in the data active means fluorescence above about 47; further: inactives centre near 10
HRas wt GTP = changes GTP binding to wildtype human HRas | P01112 | AID 759 | GTP binding activity, % at 10 µM | 190,000 tested, 0.14% active | GST-Ras wt beads, Bodipy-FL-GTP binding, flow cytometry; actives lie on both sides;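 active means GTP binding activity at least 20% away from the 100% baseline, either lowered as inhibitor or raised as activator; inconclusive means flagged as likely green fluorescent, judged across all proteins in the well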;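 further: 0% = unlabeled GTP competition control and 100% = no-compound control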
Target sequence (P01112 whole entry, looked up): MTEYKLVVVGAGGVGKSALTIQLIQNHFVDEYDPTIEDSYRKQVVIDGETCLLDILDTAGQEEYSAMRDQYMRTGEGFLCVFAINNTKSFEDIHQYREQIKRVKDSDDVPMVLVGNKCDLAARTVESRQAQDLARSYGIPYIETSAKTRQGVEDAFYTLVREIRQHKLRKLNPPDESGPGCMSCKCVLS
Rac1 mut GTP = human Rac1 activated mutant GTP binding change; P63000; GST-Rac1 activated beads, fluorescent GTP binding, flow cytometry; actives lie on both sides; 100% means binding = to untreated wells; percent activity (GTP binding), % at 10 µM; 190,000 tested, 0.11% active;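 active means GTP binding at least 20 percentage points away from the 100% baseline, in either direction, so actives lie on both sides; inconclusive means Compound likely fluorescent itself, or too few beads counted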
Rab2A wt mod = changes GTP binding to wildtype dog Rab2A, up or down; P61105; GST-Rab2 wt beads, Bodipy-GTP binding, flow cytometry; GTP binding activity, % at 10 µM; 190,000 tested, 0.19% active; AID 760;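 active means GTP binding activity at least 20 points away from 100%, either lowered or raised; inconclusive means signal likely due to the compound's own green fluorescence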;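 further: 0% = beads with excess unlabeled GTP and 100% = no-compound control corrected for plate trend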
Rac1 wt GTP bind = modulators of human Rac1 wildtype GTP binding | P63000 | GST-Rac1 beads, fluorescent GTP binding, flow cytometry; actives lie on both sides; 0 = cold GTP competed, 100 = untreated | GTP binding activity (% of control), % at 10 µM | 190,000 tested, 0.27% active | AID 757;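 active means GTP binding activity at least 20 points away from the 100% control level, either lower or higher; inconclusive means compound flagged as likely green fluorescent, judged across all proteins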
Mcl1-Bid inh = disrupts binding of human Mcl-1 to Bid peptide | inhibition, % at 21.7 µM | 220,000 tested, 0.97% active | AID 1021 | TR-FRET Mcl-1/Bid-Dy647 peptide binding, 1536-well;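 active means compounds that cut the binding signal by more than half at the single screening dose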;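 further: His-tagged Mcl-1 with europium anti-His antibody binding Bid BH3 peptide; 0% = Mcl-1 plus peptide wells and 100% = peptide-only wells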
Target sequence (Q07820 whole entry, looked up): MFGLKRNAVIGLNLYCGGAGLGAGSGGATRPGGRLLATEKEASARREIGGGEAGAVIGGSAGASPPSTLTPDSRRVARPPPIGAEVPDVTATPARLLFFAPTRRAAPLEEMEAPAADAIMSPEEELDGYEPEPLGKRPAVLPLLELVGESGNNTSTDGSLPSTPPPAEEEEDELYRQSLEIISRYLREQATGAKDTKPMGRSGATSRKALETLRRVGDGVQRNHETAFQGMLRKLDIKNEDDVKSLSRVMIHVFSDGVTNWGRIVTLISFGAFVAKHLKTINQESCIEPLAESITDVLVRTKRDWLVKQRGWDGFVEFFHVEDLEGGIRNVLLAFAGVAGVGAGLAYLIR
Pf gamet viab = kills late stage P. falciparum gametocytes; P. falciparum stage V gametocytes, ATP luminescence, 24 h; inhibition, % at 10.9 µM; 150,000 tested, 0.065% active;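 active means inhibition above the mean plus 3 SD of compounds within the control limits, set per campaign, cut at about 38% in these data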;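 further: 0% = DMSO wells and 100% = medium only without gametocytes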
Mcl1 Noxa PPI = Mcl-1/Noxa interaction inhibition | Q07820 | 220,000 tested, 1.5% active | AID 1022 | TR-FRET Mcl-1/Noxa peptide binding, 2 h | inhibition, % at 21.7 µM;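 active means compounds that cut the protein-peptide binding signal by more than 50% relative to plate controls in a single-dose test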;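 further: His-tagged Mcl-1 with rhodamine Noxa BH3 peptide and terbium anti-His antibody; 0% = Mcl-1 plus Noxa peptide wells and 100% = peptide-only wells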
Cdc42 wt GTP = changes GTP binding to wildtype human Cdc42 | AID 761 | 190,000 tested, 0.2% active | P60953 | percent activity (GTP binding), % at 10 µM | GST-Cdc42 beads, Bodipy-GTP binding, flow cytometry; actives lie on both sides;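 active means percent activity GTP binding at least 20 points away from the 100% baseline, either down as inhibitor or up as activator; inconclusive means compound flagged as likely green fluorescent from well-wide comparison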;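 further: median bead fluorescence of bound Bodipy-FL-GTP at 100 nM; 0% = excess unlabeled GTP control and 100% = no compound control; below 100% means less GTP binding so inhibitor and above means activator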
Target sequence (P60953 whole entry, looked up): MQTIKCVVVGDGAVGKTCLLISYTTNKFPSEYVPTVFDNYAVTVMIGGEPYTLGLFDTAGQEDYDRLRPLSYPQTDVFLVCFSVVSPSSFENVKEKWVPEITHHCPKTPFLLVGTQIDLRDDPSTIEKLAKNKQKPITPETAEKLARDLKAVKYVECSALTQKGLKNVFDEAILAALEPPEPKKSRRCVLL
GSH bead fluor = GSH bead compound fluorescence profile; GSH beads flow cytometry, compound fluorescence 488/530 nm; active compounds read high; fluorescence (KMESF) at 10 µM; 190,000 tested, 0.25% active; AID 1776; in the data active means fluorescence above about 89;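 further: glutathione beads carrying GST-tagged Bcl family fusion proteins plus one bare bead set; values are compound well signal with DMSO vehicle wells as background; inactives centre near 16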
* hit, by the source's call; ? = inconclusive; / = not tested or not shown. Not a hit list; 3% or so of the library scored in one or more.

SMILES	Rab7 wt GTP bind	Avidin fluor	HRas wt GTP	Rac1 mut GTP	Rab2A wt mod	Rac1 wt GTP bind	Mcl1-Bid inh	Pf gamet viab	Mcl1 Noxa PPI	Cdc42 wt GTP	GSH bead fluor
O=c1cc2c(nn1Cc1ccc(Cl)cc1)-c1ccccc1CC2	96	11	100	99	101	99	-19	/	5	98	27
CC(C)c1ccc(NC(=O)C(c2ccc3c(c2)OCO3)N2CCCCC2)cc1 (stereo not given)	98	5	99	97	100	100	-3	/	12	96	23
CCCCC(=O)Nc1nn(CCC)c2nc3ccccc3cc12	100	6	99	97	98	102	-16	/	-4	98	55
Cc1c(-c2ccccc2)[n+](=O)c2c(n1[O-])CCC2	93	24	99	95	97	102	6	/	-7	93	18
Cc1ccc(NC2=NCCCCC2)cc1C	101	27	100	99	99	104	4	/	7	101	25
CCOC(=O)C1CCN(S(=O)(=O)c2ccc3[nH]c(=O)oc3c2)CC1	98	8	100	97	100	103	-5	/	13	100	20
O=C(Nc1ccc2c(c1)OCCO2)C1CCN(S(=O)(=O)c2ccc(Br)s2)CC1	103	15	103	106	104	115	-20	/	2	109	10
C=CCN1CCN(C(CCC)c2nnnn2Cc2ccco2)CC1 (stereo not given)	106	7	100	96	99	104	3	/	7	97	19
CCCCOc1ncnc2c1[nH]c1ccccc12	101	13	99	97	99	102	7	/	8	102	16
Cc1cc(C(=O)NCCCN2CCN(c3cc(Cl)ccc3C)CC2)n(-c2ccccc2)n1	102	5	102	98	101	107	-21	/	16	100	26
Cc1ccc(NC(=O)CCNC(=O)c2ccco2)cc1	103	14	100	100	99	103	-1	11	5	101	10
CCN1CCCC1CNC(=O)C(=O)NCc1ccccc1 (stereo not given)	108	17	99	96	99	101	0	-9	-14	100	9
CCOC(=O)C1=C(C)NC(=O)CC1c1ccccc1 (stereo not given)	99	14	102	102	102	104	-25	22	12	105	34
CN(C(=O)COc1cccc(Br)c1)C1CCS(=O)(=O)C1 (stereo not given)	98	16	97	97	96	98	-16	/	-4	95	15
Cc1cc(OC(=O)c2ccc(S(=O)(=O)N3CCCCC3)cc2)c([N+](=O)[O-])c(=O)[nH]1	100	10	100	98	99	101	11	2	29	97	11
COc1cc2c(cc1OC)C(=O)CCS2	100	6	97	98	98	99	6	/	9	99	34
Oc1ccc(/C=N/N=C(c2ccccc2)c2ccccc2)c(O)c1O	97	8	102	98	99	101	6	15	101*	100	11
COc1cccc(NC2SC(=O)N(c3ccccc3)C2=O)c1 (stereo not given)	103	27	102	100	101	105	2	/	-15	103	14
c1ccc2c(c1)CCN(Cc1nnnn1Cc1ccc3c(c1)OCO3)C2	98	32	102	100	104	108	1	5	32	106	24
Cc1cccc(C)c1OCc1nnc2c3cnn(C)c3ncn12	100	10	101	100	101	104	-17	-36	-2	105	11
Cc1nn(C)cc1NC(=O)CCSc1nc(-c2ccco2)cc(C(F)(F)F)n1	103	9	101	98	102	105	-20	/	8	104	11
Cc1ccc([N+](=O)[O-])c2cccnc12	97	5	99	99	96	102	-10	/	16	97	22
Cc1cc(NC(=O)CCC(=O)N(c2ccccc2)C(C(=O)NC2CCCC2)c2ccncc2)no1 (stereo not given)	96	11	96	94	96	92	-4	/	/	98	33
CCOC(=O)C(C)Oc1ccc2c(-c3cccc([N+](=O)[O-])c3)cc(=O)oc2c1 (stereo not given)	100	22	101	96	100	104	-1	/	1	102	11
Cn1c(SCC(=O)OC2CCCCC2)nnc1-c1ccc2c(c1)OCO2	101	8	101	99	100	104	-26	11	-2	103	54
Following part
SMILES	Rab7 wt GTP bind	Avidin fluor	HRas wt GTP	Rac1 mut GTP	Rab2A wt mod	Rac1 wt GTP bind	Mcl1-Bid inh	Pf gamet viab	Mcl1 Noxa PPI	Cdc42 wt GTP	GSH bead fluor
CCOC(=O)c1c(N2C(=O)Nc3cc(Cl)c(Cl)cc3N2O)sc2c1CCCCC2	98	4	100	95	96	99	31	/	35	98	24
Cc1cc(C)n(-c2ccc(C(=O)Nc3ccc(S(=O)(=O)N(C)C)cc3)cc2)n1	109	6	102	101	100	100	-33	-12	8	103	13
COc1ccccc1CCc1nnc(CCC(=O)NCC[C@@H]2C[C@@H]3C=C[C@H]2C3)o1	96	13	97	96	96	99	-22	-7	26	99	14
CCOC(=O)c1cc(-c2ccccc2)sc1NC(=O)CSc1nncs1	100	5	96	97	97	96	-11	6	9	100	12
CCOc1ccccc1NC(=O)CSc1nnc(-c2ccccc2Cl)n1Cc1ccco1	96	29	98	97	100	99	-9	4	-1	98	12
CCCOc1cccc(-c2nn(-c3ccccc3)cc2/C=C(\C#N)C(=O)NCCCn2ccnc2)c1	98	15	101	103	100	104	-5	4	-34	97	17
COc1ccccc1CNC(=O)COc1ccc([N+](=O)[O-])cc1	95	9	95	95	94	101	14	1	10	97	10
COc1ccc(Cn2c(-c3ccc(Br)cc3)c[n+]3ccccc23)cc1	97	10	98	101	100	102	-4	-19	6	100	11
CSc1nnc2c3ccccc3c3ccccc3c2n1	93	4	93	94	91	99	-16	4	-6	92	17
COc1cc(C(=O)Nc2ccc(C(N)=O)cc2)c([N+](=O)[O-])cc1OC	102	9	97	94	98	96	-8	2	2	98	17
O=C1N2CCCc3cccc(c32)C12Nc1ccccc1S2 (stereo not given)	95	9	100	94	97	99	-28	2	7	104	56
COc1ccc(OC)c(NC(=O)CSc2nc(C)cs2)c1	97	17	99	96	98	95	-17	/	1	97	25
COc1cccc(CNC(=O)C(=O)NCC2CCCO2)c1 (stereo not given)	98	6	99	98	99	106	-9	/	-15	100	17
NS(=O)(=O)c1ccc(CCNC(=O)/C=C/c2cccc([N+](=O)[O-])c2)cc1	103	11	97	97	100	101	-24	/	0	99	23
N#Cc1cc2c(nc1SC1CC(=O)N(c3ccccc3)C1=O)CCC2 (stereo not given)	102	4	102	98	101	103	-82	/	10	97	9
CCC(=O)C1=C(O)C(c2cccc(Oc3ccccc3)c2)CCC1=O (stereo not given)	104	13	95	91	95	97	4	-6	-3	93	11
CCOc1ccc(/C=N/NC(=O)c2cc(-c3cccn3C)n[nH]2)cc1	100	14	96	96	97	97	-63	-14	9	96	12
COCCNC(=S)NNC(=O)CSCc1ccc(Cl)cc1Cl	108	10	95	92	96	96	-29	-32	3	92	12
CCC(C)N(C(=O)COC(=O)CCc1c[nH]c2ccccc12)C1CCS(=O)(=O)C1 (stereo not given)	104	27	102	97	99	106	-30	-33	3	100	23
CCc1nnc(NC(=O)CSc2ccc(-c3cccs3)nn2)s1	92	9	97	98	101	98	-25	-27	15	101	12
CCOC(=O)c1cnc2c(C#N)cnn2c1N	88	12	72*	86	73*	73*	2	-17	11	77*	7
COc1ccc(S(=O)(=O)NCC2CCC(C(=O)NCCC(C)C)CC2)cc1 (stereo not given)	102	11	101	99	100	102	3	15	-5	100	22
O=C(NCC(c1cccs1)N1CCOCC1)c1cc([N+](=O)[O-])ccc1Cl (stereo not given)	102	6	101	101	98	106	-11	-8	-1	102	16
CCOc1ccc(C(=O)N(Cc2ccc(OC)cc2)Cc2cc3cc(OC)ccc3[nH]c2=O)cc1	96	35	98	99	97	101	-15	/	6	99	20
CCOC(=O)CSc1nc(C2CC2)cc(-c2ccc(F)cc2)c1C#N	101	14	102	97	102	106	-16	25	-20	103	34

Some of these compounds in order of the Avidin fluor value, low to high:
canonical_smiles | Avidin fluor
CSc1nnc2c3ccccc3c3ccccc3c2n1 | 4
O=C(NCC(c1cccs1)N1CCOCC1)c1cc([N+](=O)[O-])ccc1Cl (stereo not given) | 6
CCOc1ccccc1NC(=O)CSc1nnc(-c2ccccc2Cl)n1Cc1ccco1 | 29

Remaining list, next part.
SMILES	Rab7 wt GTP bind	Avidin fluor	HRas wt GTP	Rac1 mut GTP	Rab2A wt mod	Rac1 wt GTP bind	Mcl1-Bid inh	Pf gamet viab	Mcl1 Noxa PPI	Cdc42 wt GTP	GSH bead fluor
CCOc1cc(C2Nc3ccccc3C(=O)N2c2ccccc2)ccc1O (stereo not given)	?	8	?	?	?	?	-25	-12	-3	?	13
Cc1ccc(C)c(NC(=O)CCN2CCc3ccccc3C2)c1	93	22	93	94	94	94	-33	-8	-26	97	9
Cc1ccc(SCCC(=O)NC(C)(C)C)cc1	98	7	102	100	100	107	-5	-18	7	103	25
Cc1cc(C)cc(NC(=O)N2CCC(c3nc4ccccc4o3)CC2)c1	99	7	102	97	100	104	3	/	6	99	34
COc1ccc(Nc2nnc(SCc3cc([N+](=O)[O-])cc4c3OCOC4)s2)cc1	105	10	104	101	103	109	-20	/	11	103	12
COc1cc(S(=O)(=O)NCC2OCCc3ccccc32)ccc1-n1cnnn1 (stereo not given)	96	6	97	96	96	100	-30	17	-7	97	6
COC(=O)c1cc(NC(=O)C2CC(=O)NC(=NCc3ccc(OC)cc3)S2)cc(C(=O)OC)c1 (stereo not given)	?	9	?	?	?	?	-7	/	-17	?	10
NC(=O)c1ccccc1	96	10	92	94	94	93	0	/	-7	97	14
O=C(CCc1ccccc1)NCc1cccnc1	102	13	104	102	101	103	-25	/	12	104	10
CCOC(=O)c1ccc(N2C(=O)C3ON(c4ccccc4)C(c4ccco4)C3C2=O)cc1 (stereo not given)	99	7	99	96	97	100	-16	/	-2	97	24

In the list so far, these have a nitro group on carbon:
SMILES	Rab7 wt GTP bind	Avidin fluor	HRas wt GTP	Rac1 mut GTP	Rab2A wt mod	Rac1 wt GTP bind	Mcl1-Bid inh	Pf gamet viab	Mcl1 Noxa PPI	Cdc42 wt GTP	GSH bead fluor
Cc1cc(OC(=O)c2ccc(S(=O)(=O)N3CCCCC3)cc2)c([N+](=O)[O-])c(=O)[nH]1	100	10	100	98	99	101	11	2	29	97	11
Cc1ccc([N+](=O)[O-])c2cccnc12	97	5	99	99	96	102	-10	/	16	97	22
CCOC(=O)C(C)Oc1ccc2c(-c3cccc([N+](=O)[O-])c3)cc(=O)oc2c1 (stereo not given)	100	22	101	96	100	104	-1	/	1	102	11
COc1ccccc1CNC(=O)COc1ccc([N+](=O)[O-])cc1	95	9	95	95	94	101	14	1	10	97	10
COc1cc(C(=O)Nc2ccc(C(N)=O)cc2)c([N+](=O)[O-])cc1OC	102	9	97	94	98	96	-8	2	2	98	17
NS(=O)(=O)c1ccc(CCNC(=O)/C=C/c2cccc([N+](=O)[O-])c2)cc1	103	11	97	97	100	101	-24	/	0	99	23
O=C(NCC(c1cccs1)N1CCOCC1)c1cc([N+](=O)[O-])ccc1Cl (stereo not given)	102	6	101	101	98	106	-11	-8	-1	102	16
COc1ccc(Nc2nnc(SCc3cc([N+](=O)[O-])cc4c3OCOC4)s2)cc1	105	10	104	101	103	109	-20	/	11	103	12
